CRFBP-R2 agonist – CRF-BP/CRF-R2 complex agonism; HEK293 CRF-R2/CRF-BP, calcium dye fluorescence (FLIPR); percent of saturating CRF peptide response; activation, % at 13.2 µM; 0.46% of 350,000 active;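 active = activation of at least 50%, plus an integration ratio under a set limit after plate pattern correction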;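 also: plate controls were neutral control wells without compound for no effect and CRF at EC100 for full effect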
CRFBP-R2 block – CRF-BP/CRF-R2 complex antagonism. HEK293 CRF-R2/CRF-BP, CRF-induced calcium fluorescence. inhibition, % at 11.8 µM. 0.59% of 350,000 active. AID 588475;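 active = inhibition of the ligand-induced calcium signal above about 50% at the single tested concentration, limit read from the data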
M5 ag – agonists of human muscarinic M5 receptor (CHRM5); 0.19% of 360,000 active; AID 624037; CHO-K1 hM5 cells, Fluo-8 calcium fluorescence; 0% DMSO wells, 100% maximal acetylcholine response; P08912; activation, % at 3 µM;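 active = activation above the run's mean over test compounds plus 3 SD, cut at about 23% in these data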;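 also: signal is peak over basal fluorescence ratio across the kinetic read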
M4 antag – antagonists of human muscarinic M4 receptor (CHRM4) | CHO-hM4 cells, ACh EC80, Fluo-8 calcium fluorescence | inhibition, % at 3 µM | 0.73% of 360,000 active | P08173 | AID 624125;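 active = inhibition above its plate's cutoff, the mean inhibition of sample wells plus 3 SD, cut at about 27% in these data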;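 also: 0% = acetylcholine EC80 with DMSO and 100% = DMSO without agonist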
Target sequence (P08173 whole entry, looked up): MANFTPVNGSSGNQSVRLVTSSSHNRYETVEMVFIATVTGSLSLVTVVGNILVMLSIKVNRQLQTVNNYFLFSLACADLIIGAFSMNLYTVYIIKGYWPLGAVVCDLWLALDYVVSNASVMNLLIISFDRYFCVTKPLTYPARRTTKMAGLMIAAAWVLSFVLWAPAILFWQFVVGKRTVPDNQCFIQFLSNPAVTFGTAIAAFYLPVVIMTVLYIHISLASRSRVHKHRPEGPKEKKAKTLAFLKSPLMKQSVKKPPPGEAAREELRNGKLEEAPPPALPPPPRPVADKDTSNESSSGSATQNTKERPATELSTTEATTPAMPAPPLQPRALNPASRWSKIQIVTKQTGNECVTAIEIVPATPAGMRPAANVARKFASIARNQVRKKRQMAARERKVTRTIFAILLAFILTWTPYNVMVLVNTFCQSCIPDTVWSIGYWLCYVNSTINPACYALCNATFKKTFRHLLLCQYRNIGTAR
CHRM5 antagonist – CHRM5 antagonism in calcium assay | 0.59% of 360,000 active | CHO-hM5 cells, Fluo-8 calcium fluorescence, ACh EC80 | inhibition, % at 3 µM | P08912;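 active = inhibition above a per-plate cutoff, the mean of that plate's test compounds plus 3 SD, cut at about 27% in these data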;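 also: 0% = acetylcholine EC80 with DMSO and 100% = DMSO without agonist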
M5 PAM – potentiates acetylcholine response at human M5 receptor; P08912; activation, % at 3 µM; 0.3% of 360,000 active; AID 624038; CHO-K1 hM5, Fluo-8 calcium, ACh EC20 PAM; 0% = ACh EC20, 100% = ACh EC100;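 active = activation above the run cutoff, the mean activation of all test compounds plus 3 SD, cut at about 18% in these data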
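Measured by: Fluo-8 calcium fluorescence; material: human M5 receptor in CHO-K1 cells; schedule: Post-acetylcholine fluorescence recording 140 s; benchmarks: low control EC20 acetylcholine (0%), high control EC100 acetylcholine (100%); read-out: Max/basal fluorescence ratio as % of EC20–EC100 ACh window; compound: single dose, 3 µM nominal final test concentration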
CHRM4 PAM – potentiates acetylcholine response at human M4 receptor; P08173; CHO-K1 hM4/Gqi5, Fluo-8 calcium fluorescence, ACh EC20; 0% = ACh EC20, 100% = maximal ACh; 0.4% of 360,000 active; activation, % at 3 µM;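 active = activation above its plate's cutoff, the mean activation of sample wells plus 3 SD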; also: some results filed as inactive read as strong as hits
M1 PAM – potentiates human M1 receptor response to acetylcholine | P11229 | CHO-K1 hM1, Fluo-8 calcium fluorescence, ACh EC20; 0% = ACh EC20, 100% = maximal ACh | 0.088% of 360,000 active | activation, % at 3 µM; in the data active = activation above about 19%, passing the limit was not always enough
Target sequence (P11229 whole entry, looked up): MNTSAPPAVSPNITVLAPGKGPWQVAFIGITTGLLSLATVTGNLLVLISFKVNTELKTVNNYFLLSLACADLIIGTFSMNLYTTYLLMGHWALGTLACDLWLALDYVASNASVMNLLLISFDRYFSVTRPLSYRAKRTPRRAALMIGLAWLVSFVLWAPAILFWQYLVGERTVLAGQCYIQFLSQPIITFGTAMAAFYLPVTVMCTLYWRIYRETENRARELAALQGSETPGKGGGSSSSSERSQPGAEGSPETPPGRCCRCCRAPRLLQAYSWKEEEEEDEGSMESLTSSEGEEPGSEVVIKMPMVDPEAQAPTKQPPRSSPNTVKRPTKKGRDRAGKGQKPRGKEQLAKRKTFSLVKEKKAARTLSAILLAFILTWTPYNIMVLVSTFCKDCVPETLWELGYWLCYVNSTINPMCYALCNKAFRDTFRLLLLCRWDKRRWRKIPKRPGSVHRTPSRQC
M4 ag – CHRM4 agonism in calcium assay; P08173; CHO-K1 hM4/Gqi5, Fluo-8 calcium fluorescence; vehicle 0%, full acetylcholine response 100%; activation, % at 3 µM; 0.14% of 360,000 active; AID 624127;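 active = activation above the run mean over all test wells plus 3 SD, cut at about 32% in these data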;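 also: peak over basal fluorescence ratio per well then scaled between controls; 0% = DMSO wells and 100% = acetylcholine at EC100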
* marks the source's active call; other numbers are inactive results; nt = no result given.

The line under a structure holds: CRFBP-R2 agonist, CRFBP-R2 block, M5 ag, M4 antag, CHRM5 antagonist, M5 PAM, CHRM4 PAM, M1 PAM, M4 ag
> CCOc1ccc(CNc2ncnc(N)n2)cc1
  0.3, -5, -3, -10, 2, 1, 16, 11, 0
> CC(C)c1ccc(S(=O)(=O)c2n[nH]n3c2nc(=O)c2ccccc23)cc1
  0.4, 29, 0, -5, -3, 1, 9, 3, 3
> Cc1ccsc1/C=N/NC(=O)CNC(=O)c1ccc(S(=O)(=O)N2CCOCC2)cc1
  -0.4, 1, -1, -4, 7, -3, -3, -2, 2
> CNC(=O)N(O)C1N(/N=C/c2ccc(C)cc2)C(=S)SC1(C)C (configuration not stated)
  0.8, -6, -2, -6, 5, 2, -5, 8, 1
> CCC(=O)Nc1c(S(=O)(=O)c2ccccc2)c2nc3ccccc3nc2n1C(C)c1ccccc1 (configuration not stated)
  -2.7, -32, 1, 10, 1, -2, -9, -1, 3
> CC1(C)Cc2c(sc3c2c2ncnn2c2nnc(SCC(=O)NCc4ccco4)n32)CO1
  0.0, 4, -4, -5, -17, -2, 1, -6, 0
> COc1ccc(SCCN2CCN(CC(C)C)CCC2=O)cc1
  -0.9, 3, 2, -2, -10, 9, 6, -7, 2
> CCOC(=O)/C(C#N)=C/c1c(N2CCN(C)CC2)nc2ccccn2c1=O
  -1.0, -10, -1, 2, 3, -2, 3, 6, 1
> C=CCSc1nnc(CC(OC)OC)n1-c1ccccc1
  0.5, 0, -3, -8, 2, 1, 12, -3, 0
> Cc1cc(C)n(-c2nc3ccccc3c(=O)n2OCC#N)n1
  -0.3, 2, 1, -6, 2, -3, 3, 8, 0
> O=C(CCNC(=O)c1ccco1)NCCc1ccc(Cl)cc1
  1.5, -12, -6, 7, 7, 3, -1, 19, 1
> O=C(CCC(=O)N1CCOCC1)NCCc1ccccc1
  -1.6, -14, 0, 4, 8, 3, -1, -4, 0
> CCCOc1ccc(Oc2nc(-c3ccncc3)nc3ccccc23)cc1
  2.5, -14, 4, -7, -11, 14, 5, 16, 2
> COc1cccc(NC(=O)COC(=O)C2CCCCC2)c1
  1.2, -2, 1, -7, 6, 3, 5, 7, 1
> CC1(C)CC(=O)C(C(C2=C(O)CC(C)(C)CC2=O)c2ccco2)C(=O)C1 (configuration not stated)
  -4.7, 19, -3, -4, 1, -1, -1, 8, 1

Remaining list, next part:
The line under a structure holds: CRFBP-R2 agonist, CRFBP-R2 block, M5 ag, M4 antag, CHRM5 antagonist, M5 PAM, CHRM4 PAM, M1 PAM, M4 ag
> CCOc1ccc(C(=O)NCC(=O)OCc2ccc(F)cc2Cl)cc1
  0.9, 2, -3, -12, -9, 1, -1, 10, 3
> Cn1cccc1/C=N\NC(=O)Cc1ccc(Br)c2ccccc12
  -2.0, -18, 4, 4, 14, -6, 3, -2, 8
> COc1ccc(NC(=O)Cc2ccc(C)c(C)c2)cc1S(=O)(=O)N1CCCCC1
  3.6, 19, -1, 1, 0, -4, -6, 0, 6
> Cc1cccc(NC(=O)CNC(=O)CNC(=O)Cc2ccccc2)c1
  -0.3, 1, -4, -2, 6, -5, 0, 4, 0
> CCC(C)NC(=O)C1CCN(S(=O)(=O)CC)CC1 (configuration not stated)
  -0.6, 11, 0, 1, 2, 1, 5, 6, 1
> CCOc1ccc(CCNC(=O)C2CC(=O)N(CCc3ccccc3)C2)cc1OCC (configuration not stated)
  -0.7, -13, -1, -14, -4, 6, 2, 5, 2
> Cc1ccc(C(=O)c2nc(C(=O)NCCO)nc3ccccc23)cc1
  0.7, 5, -3, 7, 9, -4, 16, 3, 1
> CCOc1ccc(CNc2ncc(-c3ccccc3)n2C)cc1
  -0.7, -3, -23, 7, 0, 0, -10, -12, 0
> CC1CCCC(NC(=O)CCNC(=O)c2ccccc2Cl)C1C (configuration not stated)
  0.4, 11, 4, -15, -2, 6, 5, 8, 1
> Cc1cnc(C(=O)OCC(=O)N(CC(C)C)C2CCS(=O)(=O)C2)cn1 (configuration not stated)
  0.6, -3, 1, -17, 2, 0, 3, 1, 2
> CCCS(=O)(=O)NC(=O)C1(C)CCCN(C(=O)c2c(-c3ccccc3)noc2C)C1 (configuration not stated)
  nt, nt, -1, -11, 1, -2, 2, -1, 0
> COc1ccc(C(=O)NCc2nnc(SCC(=O)N3CCOCC3)o2)cc1OC
  -0.5, -13, 0, 5, 6, -1, -2, 7, 0
> Cc1cc(S(=O)(=O)N2CCC3(CC2)OCCN3S(=O)(=O)c2cccs2)ccc1F
  0.6, -6, 0, -11, 11, -10, -2, 4, 6
> Cc1ccc(N/C=C/C(=O)c2ccccc2)cc1C
  -0.2, 47, -6, 2, 0, 0, -2, 6, 0
> Cc1ccc(CNC(=O)c2ccc(N3CCC4(CC3)CC(c3cccc(Br)c3)=NO4)c(NC(=O)c3ccco3)c2)cc1
  4.8, -5, 3, 5, 10, -1, 2, 6, -1

Carrying on.
The line under a structure holds: CRFBP-R2 agonist, CRFBP-R2 block, M5 ag, M4 antag, CHRM5 antagonist, M5 PAM, CHRM4 PAM, M1 PAM, M4 ag
> CC(=O)Nc1sc2c(c1C(c1ccncc1)N1CCOCC1)CCCC2 (configuration not stated)
  -0.7, -15, -5, 0, 13, -3, -4, -1, 1
> CC(=O)Nc1nc2cc3c(cc2s1)OCCO3
  4.1, -12, 1, -5, -1, -4, 4, 7, 0
> Cn1c(CSc2ncccn2)nnc1SCC(=O)N1CCCCCC1
  1.4, 19, 3, -6, 4, 9, 5, 7, 2
> Cc1sc(NC(=O)C2CCCO2)c(C(N)=O)c1C (configuration not stated)
  1.2, -3, -4, -8, 4, 8, 2, 12, 1
> N=c1oc2c3c4c(cc2cc1C(=O)Nc1ccccc1)CCCN4CCC3
  271*, -317, 0, 5, 5, -11, -4, 13, 2
> COC(=O)COc1ccc(S(=O)(=O)NCc2ccc3c(c2)OCO3)cc1C
  -3.8, 30, -7, -6, 16, -2, -1, 2, 3
> CC(=O)C1CCC2C3CCC4CC(OC(=O)CCC(=O)O)CCC4(C)C3C(=O)CC12C (configuration not stated)
  0.0, 13, -1, -7, 2, 8, 6, 12, 3
> CC(C)NS(=O)(=O)c1ccc(OCC(=O)NCCC2=CCCCC2)cc1
  0.8, 4, -4, 9, -4, -4, -1, 11, 0
> CSc1ccc(CN(C)C(=O)CSCC(=O)Nc2cc(C)on2)cc1
  -1.7, 10, -4, -4, -6, -3, 2, -2, 2
> CCc1ccc(C2CC(c3ccc(C)cc3)n3nc(N)nc3N2)cc1 (configuration not stated)
  2.3, -28, 0, 4, -5, 2, 7, 8, 2
> CN(Cc1ccc(F)cc1)C(=O)C(c1ccccc1)c1ccccc1
  -1.4, 8, -8, 25, 7, -12, -16, -6, -2
> CC(=O)Cc1nsc(NC(=O)c2c(-c3ccccc3Cl)noc2C)n1
  17, 37, 4, 14, -9, 3, 9, -7, 0
> O=[N+]([O-])c1cccc(-c2nnc(C34CC5CC(CC(C5)C3)C4)o2)c1
  -1.5, -20, 0, 0, 3, 3, 7, 12, 0
> O=C(NCC1COc2ccccc2O1)c1cccs1 (configuration not stated)
  -0.6, -3, -4, -18, 10, -5, 4, 5, 3
> COc1ccc(OC)c(-n2c(-c3cnccn3)n[nH]c2=S)c1
  -1.1, 12, -3, -5, -8, 3, 18, 5, 1

By substructure: the entries above with a Cl atom (4)
The line under a structure holds: CRFBP-R2 agonist, CRFBP-R2 block, M5 ag, M4 antag, CHRM5 antagonist, M5 PAM, CHRM4 PAM, M1 PAM, M4 ag
> O=C(CCNC(=O)c1ccco1)NCCc1ccc(Cl)cc1
  1.5, -12, -6, 7, 7, 3, -1, 19, 1
> CCOc1ccc(C(=O)NCC(=O)OCc2ccc(F)cc2Cl)cc1
  0.9, 2, -3, -12, -9, 1, -1, 10, 3
> CC1CCCC(NC(=O)CCNC(=O)c2ccccc2Cl)C1C (configuration not stated)
  0.4, 11, 4, -15, -2, 6, 5, 8, 1
> CC(=O)Cc1nsc(NC(=O)c2c(-c3ccccc3Cl)noc2C)n1
  17, 37, 4, 14, -9, 3, 9, -7, 0

Continuation:
The line under a structure holds: CRFBP-R2 agonist, CRFBP-R2 block, M5 ag, M4 antag, CHRM5 antagonist, M5 PAM, CHRM4 PAM, M1 PAM, M4 ag
> Cc1ccc(S(=O)(=O)N2CCC(=O)N(C(COC(=O)Nc3ccccc3)Cc3ccccc3)CC2)cc1 (configuration not stated)
  1.3, 0, -4, -5, 8, -4, 5, 2, 8
> Cn1c(Cn2cnc3ccccc32)nc2ccccc21
  0.1, 0, 0, -19, -9, -4, 16, -1, 8
> COc1ccc(CNC(=O)c2c(-c3c(F)cccc3Cl)noc2C)cc1
  -0.3, 19, -6, -2, 8, -6, -1, 9, 1
> Cc1ccc(CNC(=O)C2CC(c3ccccc3C(F)(F)F)=NO2)cc1 (configuration not stated)
  3.0, -12, -1, 0, 11, -7, 13, 4, 10
> COc1ccc(C2C(C#N)=C(/N=C/N3CCN(C)CC3)OC3=C2C(=O)CC(C)(C)C3)cc1OC (configuration not stated)
  -0.5, 0, 1, -4, -9, 2, 6, 4, 5
> O=C(Nc1ccccc1)Oc1cccc(Br)c1
  -1.2, 12, -1, 0, 10, -2, -11, 2, 2
> CCCCC(=O)Nc1ccc(C(=O)Nc2nnc(COC)s2)cc1
  -0.1, -9, -1, -3, 10, -7, 1, 3, -1
> O=C(CSc1ccc(Br)cc1)NCC1CCCO1 (configuration not stated)
  -1.5, -7, 0, -5, -7, 2, 3, 11, 1
> O=C(CCC1CCCC1)Nc1ccc(C(=O)NCc2cccnc2)cc1
  0.1, -1, -2, -1, 3, 5, 7, 15, 2
> COc1ccccc1NC(=O)NC1CCCc2ccccc21 (configuration not stated)
  -0.5, 19, -6, -3, -17, 8, 3, 7, 0
> COC(=O)c1cccc(NC(=S)NCc2ccco2)c1
  -0.8, -4, 2, -1, 0, -7, -6, 4, 2
> CC(C)(/C=N/O)/[N+]([O-])=C/c1ccco1
  1.4, 4, -1, 3, -1, -3, 2, 2, 0
> CN(CC(=O)Nc1cccc(F)c1)C(=O)CN1C(=O)C2CC=CCC2C1=O (configuration not stated)
  -0.5, 0, 4, 6, -1, 1, -1, -2, 2
> COc1ccccc1NC(=O)Oc1ccc(NC(=O)c2ccco2)cc1
  -0.5, -14, -1, 7, 4, -5, -2, 13, 4
> CC1CCC(C(C)C)C(OC(=O)Cn2c(-c3ccc(Cl)cc3)[n+](C)c3ccccc32)C1 (configuration not stated)
  -1.4, -3, -16, 11, 22, -18, -29, -19, 1
> Cc1nnc(NC(=O)CSc2nnc(Cc3ccccc3)n2-c2ccccc2)s1
  -3.4, 81*, 2, -8, -4, 2, 3, 14, 1

Assay outcomes from PubChem BioAssay.

The order is random; about 2.6% have a hit in one of these screens.
